Bioassay records as filed in PubChem BioAssay.
EphB4 ephrin blk: EphB4-ephrin-B2 interaction antagonism | P54760 | EphB4 LBD / TNYL-RAW-Alexa532 peptide, fluorescence polarization | inhibition, % at 7 µM | 97,000 compounds, 0.15% hits;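 active means inhibition above the screen-wide mean inhibition plus 3 SD, cut at about 15% in these data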;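 further: 0% = DMSO wells and 100% = excess unlabeled TNYL-RAW peptide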
FAK inh: inhibitors of human focal adhesion kinase; biochemical FAK kinase activity assay; Q05397; inhibition, %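 (tested at 7 µM)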; AID 727; 97,000 compounds, 0.84% hits; in the data active means inhibition above about 19%;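 further: 0% = DMSO and 100% = reference compound high control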
PLAP activator: activators of human placental alkaline phosphatase; purified PLAP enzyme, luminescent substrate read-out; stronger effect = higher value; P05187; activation fold at 20 µM; 96,000 compounds, 1.2% hits; AID 696; in the data active means activation fold above about 2
Target sequence (P05187 whole entry, looked up): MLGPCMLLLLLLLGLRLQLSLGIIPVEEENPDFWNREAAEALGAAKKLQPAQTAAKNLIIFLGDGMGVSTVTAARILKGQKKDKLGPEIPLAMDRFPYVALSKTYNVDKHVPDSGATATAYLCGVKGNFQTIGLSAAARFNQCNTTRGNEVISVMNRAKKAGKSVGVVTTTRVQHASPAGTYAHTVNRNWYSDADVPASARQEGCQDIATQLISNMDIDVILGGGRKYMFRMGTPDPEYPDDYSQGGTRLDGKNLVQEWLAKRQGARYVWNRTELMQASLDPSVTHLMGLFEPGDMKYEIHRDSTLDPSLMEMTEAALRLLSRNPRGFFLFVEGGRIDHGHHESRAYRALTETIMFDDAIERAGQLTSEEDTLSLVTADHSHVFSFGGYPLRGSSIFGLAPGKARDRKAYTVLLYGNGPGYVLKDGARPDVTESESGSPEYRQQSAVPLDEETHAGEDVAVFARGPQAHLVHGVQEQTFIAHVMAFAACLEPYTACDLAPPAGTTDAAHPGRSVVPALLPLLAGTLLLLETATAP
PLK1 kinase inh: PLK1 (human) kinase inhibition; P53350; recombinant PLK1 kinase, TR-FRET peptide phosphorylation; inhibition, % at 10 µM; 97,000 compounds, 0.53% hits; AID 619;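 active means inhibition of 50% or more in the single-concentration screen; inactive means inhibition below 50%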;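 further: 0% = DMSO max control and 100% = H-89 dihydrochloride min control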
S1P2 ag: agonists of human S1P2 receptor | O95136 | S1P2-expressing cell line, agonist reporter read-out | activation, % at 4.5 µM | 97,000 compounds, 0.46% hits; in the data active means activation above about 16%;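 further: 0% = vehicle low control and 100% = maximal reference agonist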
Target sequence (O95136 whole entry, looked up): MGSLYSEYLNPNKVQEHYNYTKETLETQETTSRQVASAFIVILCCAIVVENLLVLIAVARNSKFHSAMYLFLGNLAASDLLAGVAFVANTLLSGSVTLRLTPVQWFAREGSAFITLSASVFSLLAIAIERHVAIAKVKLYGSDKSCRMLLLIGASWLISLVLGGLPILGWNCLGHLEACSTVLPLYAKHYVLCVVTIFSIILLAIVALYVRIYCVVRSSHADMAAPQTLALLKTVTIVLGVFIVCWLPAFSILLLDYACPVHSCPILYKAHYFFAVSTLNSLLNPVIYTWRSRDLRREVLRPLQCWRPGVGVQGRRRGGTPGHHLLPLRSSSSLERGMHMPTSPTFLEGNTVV
Rev-RRE block: HIV Rev-RRE protein-RNA interaction inhibition; P05866; Rev peptide-RRE RNA binding, FRET; inhibition, % at 8 µM; 97,000 compounds, 0.79% hits;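 active means inhibition above the screen-wide mean plus 3 SD, cut at about 35% in these data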;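 further: 0% = median DMSO wells and 100% = median Neomycin B control wells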
Target sequence (P05866 whole entry, looked up): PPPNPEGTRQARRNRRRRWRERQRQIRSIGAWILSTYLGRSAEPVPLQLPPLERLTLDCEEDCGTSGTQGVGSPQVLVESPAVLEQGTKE
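Test system: Cy5-tagged RRE RNA duplex with fluorescein-tagged Rev peptide | Read-out: % inhibition of FRET ratio versus controls | Probe or stimulus: Labelled Rev peptide | Incubation: 5 min RNA-compound premix plus 15 min binding step, 25 °C | Technique: FRET fluorescence readout | Benchmarks: DMSO low control, neomycin B high control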
MT1-MMP txn act: MT1-MMP promoter transcription activation; 86,000 compounds, 0.16% hits; activation factor at 10 µM; HT1080 MT1-MMP promoter luciferase reporter, luminescence, overnight; stronger effect = higher value;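 active means activation factor of at least 2 for MT1-MMP transcription at 10 µM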
PLK1 PBD inh: blocks phosphopeptide binding to human Plk1 polo box domain | inhibition, %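 (tested at about 20 µM)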 | Plk1 PBD phosphopeptide binding, fluorescence polarization | P53350 | 97,000 compounds, 0.13% hits | AID 693; in the data active means inhibition above about 34%, passing the limit was not always enough
S1P2 antag: antagonists of human S1P2 receptor; cell-based S1P2 antagonist assay, inhibition at 5 uM; inhibition, % at 5 µM; 97,000 compounds, 0.21% hits; in the data active means inhibition above about 45%;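 further: CRE beta-lactamase reporter cells expressing human S1P2 stimulated with S1P; 0% = agonist at EC80 alone and 100% = agonist plus reference antagonist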
The depositor's hits bear a star; . = no result given; [ ] = another dose, or the depositor's remark.

EphB4 ephrin blk,FAK inh,PLAP activator,PLK1 kinase inh,S1P2 ag,Rev-RRE block,MT1-MMP txn act,PLK1 PBD inh,S1P2 antag,Structure
3,-2,1.2,-6,-4,6,0.9,5,3,CN(C)S(=O)(=O)N1CCc2ccccc21
2,1,0.9,-2,2,0,.,-10,-4,COc1cc(/C=N/Nc2nn3cnnc3c3ccccc23)cc(OC)c1OC
5,-1,1.1,-14,-5,10,1.4,-13,2,CC(=O)N1N=C(c2ccc(C)cc2)OC1c1ccc(C(C)C)cc1 (stereo unspecified)
3,-5,0.7,2,-1,5,.,-13,8,O=C(Nc1ccccc1Cl)N1CCN(c2ccc3nncn3n2)CC1
3,7,1.1,-6,15,13,.,23,16,CCOc1cc(/C=C\[N+](=O)[O-])ccc1OCC(=O)Nc1ccccc1C
4,0,1.5,-7,0,3,.,23,-6,CS(=O)(=O)N(CC(=O)NCc1ccc2c(c1)OCO2)Cc1ccc(Cl)cc1
0,1,1.1,-12,1,13,1.1,-7,-9,CC(C)(C)c1ccc(COn2c(=O)c(-c3ccco3)[n+]([O-])c3ccccc32)cc1
0,-4,1,-2,-6,3,1,-3,0,CN(C)S(=O)(=O)c1ccc(C(=O)Nc2cccc(C(=O)O)c2)cc1
4,-2,1.4,-12,-4,-1,1.1,-23,15,CCOc1ccc(NC(=O)CSc2nnc(Cc3cccn3C)n2-c2ccc(OC)cc2)cc1
-10,1,1.1,2,-5,-1,1.1,10,0,Cc1cc(NC(=O)CSc2nc3c(c(=O)n(C)c(=O)n3C)n2C(C)C)no1
-7,0,1,-15,-4,0,.,-2,-8,O=[N+]([O-])c1cc(-n2cnnn2)ccc1N1CCC(Cc2ccccc2)CC1
1,0,1.3,-2,-6,1,1.2,-7,10,COc1ccc(N2CCN(C(=O)c3ccc(OCC4CCCO4)cc3)CC2)cc1 (stereo unspecified)

Later entries.
EphB4 ephrin blk,FAK inh,PLAP activator,PLK1 kinase inh,S1P2 ag,Rev-RRE block,MT1-MMP txn act,PLK1 PBD inh,S1P2 antag,Structure
6,2,0.9,4,1,3,1,36,-16,COc1ccc(C)cc1NC(=O)CC(O)(C(F)(F)F)C(F)(F)F
-2,1,.,-10,-3,10,1.3,5,-20,CC(C)(NC(=O)N1CCOCC1)c1cccc(C(C)(C)NC(=O)N2CCOCC2)c1
-3,-2,1,-6,-4,2,1.1,16,-36,COc1ccc(-c2ccc(SCC(=O)N3CCCC3)nn2)cc1OC
2,-2,1.2,-7,-5,0,1.2,-3,-11,Cc1ccc(Oc2ccc(OCC(=O)NC(C)C(=O)O)cc2)cc1 (stereo unspecified)
5,1,0.8,-8,-5,9,1.4,20,-5,O=C(CSc1ccc(Cl)cc1)N1CCOCC1
-5,-1,1.3,-14,-5,2,1.1,-7,-14,COc1ccc(C(CNC(=O)c2cc(=O)[nH]c3ccccc23)N2CCCC2)cc1 (stereo unspecified)
-1,1,1.4,-15,1,2,1.5,3,-15,Cc1occc1C(=O)NCCc1cccc(Cl)c1
4,1,1.1,-6,-11,113*[fluorescence artefact?],.,-127,39,N#C/C(=C/c1ccc(N2CCOCC2)o1)c1ccc(Cl)cc1
5,-3,1.1,-16,14,1,1.1,-16,-3,COc1cc(-c2nn3c(-c4ccccc4)nnc3s2)cc(OC)c1OC
-3,6,1.1,-7,-6,12,1.1,-6,0,COC(=O)c1ccccc1NC(=O)CN(CCc1ccccc1)S(C)(=O)=O
-4,0,1,-15,-8,0,1,-16,-10,CCOc1ccc(N(C(C)C(=O)NC2CCCCCC2)S(C)(=O)=O)cc1 (stereo unspecified)
0,0,1,-1,-2,3,.,-15,-31,COc1ccc(OC)c(C(=O)COC(=O)C2CC3CCCC(C2)C3=O)c1 (stereo unspecified)

More records follow.
EphB4 ephrin blk,FAK inh,PLAP activator,PLK1 kinase inh,S1P2 ag,Rev-RRE block,MT1-MMP txn act,PLK1 PBD inh,S1P2 antag,Structure
-7,5,.,-7,2,6,1.2,13,-46,COc1ccc(C2c3sc(=O)[nH]c3SC3C4CCC(C4)C23)cc1OC (stereo unspecified)
-12,-10,1,-9,0,5,1.1,-9,-15,Cc1cc(C)nc(N(C#N)S(=O)(=O)c2ccccc2)n1
2,-2,.,-12,-3,13,1.3,4,-8,Clc1ccc(N2COC3c4cccc5cccc(c45)C32)cc1 (stereo unspecified)
-5,-5,1,-6,-4,-3,1,29,1,Cn1c(C2CCCN2C(=O)OC(C)(C)C)n[nH]c1=S (stereo unspecified)
6,-3,1,-8,-6,8,.,19,-5,Cc1ccc(NC(=O)CCc2ccc(S(=O)(=O)NC3CCCCC3)cc2)cc1
6,7,1,-11,-4,6,.,13,1,CCOC(=O)C1=NOC(CNC(=O)C2=NOC(CNC(=O)c3c(-c4ccccc4Cl)noc3C)C2)C1 (stereo unspecified)
0,-1,1,3,-6,4,1.2,10,14,Cc1ccc(C(=O)NCCNC(=O)CN2CCOCC2)cc1
8,1,.,-13,-5,6,1.3,8,-18,COc1ccc(NC(=O)Nc2ncccc2C)cc1
1,-12,.,-13,-6,4,1,-8,-7,CCOC(=O)Nc1ccc2c(CN3CCN(S(=O)(=O)c4ccccc4)CC3)cc(=O)oc2c1
-4,9,1,-9,-3,5,1.4,-4,0,Cc1cc(Nc2ccccc2C(=O)O)nc2nc3ccccc3c(=O)n12
-2,1,.,-2,-7,6,1.1,-1,9,Cc1ccc(C)c(CN2CCNC2=O)c1
-1,-2,0.9,-7,-4,5,1,0,-8,Cc1nc(/C=[N+](\[O-])C(C)(C)/C=N/O)n(O)c1C

The listing continues.
EphB4 ephrin blk,FAK inh,PLAP activator,PLK1 kinase inh,S1P2 ag,Rev-RRE block,MT1-MMP txn act,PLK1 PBD inh,S1P2 antag,Structure
-1,3,0.8,1,-4,10,0.7,-4,0,Cc1cc(C(=O)Nc2ccc3c(c2)OCCO3)c(C)o1
7,1,1.5,-7,-5,7,1.2,-24,-1,c1ccc(COc2cccc(CN3CCN(c4ccccn4)CC3)c2)cc1
-11,1,1,-17,-6,11,.,18,-3,Cc1ccc(S(=O)(=O)N2CCC(CN3C(=O)c4cccc5cccc(c45)C3=O)CC2)cc1
3,0,1.1,-17,4,12,1.1,21,11,CCc1cc2c(CN3CCN(CCO)CC3)cc(=O)oc2cc1O
5,0,0.8,-8,-4,7,1.2,-1,8,Nn1c(N2CCCCC2)nc2ccccc21
0,-5,1,-59,-3,2,0.8,-2,-13,CCOc1cccc(C(=O)Nc2nnc(-c3cccs3)s2)c1
2,4,1.3,-12,-2,1,1,-12,-2,CCOc1ccc(NC(=O)c2cn(-c3ccc(OCC)cc3)c(=O)c3cc(OC)c(OC)cc23)cc1
2,-1,.,-9,-4,1,1.2,-7,-1,Cn1c(=O)[nH]c(=O)c2c1nc(CN1CCOCC1)n2CCc1ccccc1
1,-10,0.9,0,-4,2,1.1,27,14,Cc1ccccc1-c1nc(CS(=O)(=O)CC(=O)NCc2ccc3c(c2)OCO3)c(C)o1
1,3,1,-39,-4,2,1,18,-12,O=C(O)c1cn(-c2ccccc2)nc1-c1cccnc1
1,-3,1.1,2,-8,2,1,14,7,Cc1ccc(S(=O)(=O)N2CCOCC2)cc1C(=O)Nc1c(C)n(C)n(-c2ccccc2)c1=O
5,-2,0.9,-3,-4,10,1.2,-13,17,Oc1ccccc1C1=NCCNC(C(F)(F)C(F)F)=C1

The list goes on (three carried over from the part before).
EphB4 ephrin blk,FAK inh,PLAP activator,PLK1 kinase inh,S1P2 ag,Rev-RRE block,MT1-MMP txn act,PLK1 PBD inh,S1P2 antag,Structure
1,3,1,-39,-4,2,1,18,-12,O=C(O)c1cn(-c2ccccc2)nc1-c1cccnc1
1,-3,1.1,2,-8,2,1,14,7,Cc1ccc(S(=O)(=O)N2CCOCC2)cc1C(=O)Nc1c(C)n(C)n(-c2ccccc2)c1=O
5,-2,0.9,-3,-4,10,1.2,-13,17,Oc1ccccc1C1=NCCNC(C(F)(F)C(F)F)=C1
-6,11,1,-8,-2,-2,1.2,-3,0,Cc1ccc(C(=O)CSC2=C(C#N)C(c3ccco3)CC(=O)N2)c(C)c1 (stereo unspecified)
0,2,1.5,-23,-4,7,1,2,-2,CCCn1c(SCC(=O)N2CCc3ccccc3C2)nc2c1c(=O)n(C)c(=O)n2C
2,2,1.5,2,-5,3,1.1,-19,-10,C=CCNC(=O)c1cc2nc(C3CC3)cc(C(F)F)n2n1
1,0,0.9,-4,12,3,1.6,12,-16,COC(=O)c1cn(CC(=O)NCc2cccs2)c2ccccc12
-4,-2,0.8,-13,-4,4,.,-10,20,Cc1cccc(C)c1N1CCN(c2nc(N(C)C)oc(=O)c2C#N)CC1
-4,0,0.9,4,-9,3,1,8,-6,O=C1c2ccccc2C(O)N1Cc1ccc2c(c1)OCO2 (stereo unspecified)
-8,8,0.6,0,-2,12,1.3,4,11,CC1CCN(S(=O)(=O)c2ccc(NC(=O)Cc3cccs3)cc2)CC1
6,-1,1,-12,-9,5,1.1,2,8,CC1(C(=O)NC2CCCCCCC2)CCC(=O)N1CCN1CCOCC1 (stereo unspecified)
-7,0,1,-11,-5,3,1.1,-11,5,Cc1n[nH]c(=O)nc1N1CCN(c2ccccc2)CC1
-3,0,1.6,-5,-4,4,.,-10,-21,CC(C)(C)n1nc2c(c1NC(=O)c1ccc(S(=O)(=O)N3CCCC3)cc1)CSC2
4,3,1.1,-5,-4,1,1.7,-5,27,O=C(NCc1ccco1)c1cc(-c2ccc3c(c2)OCO3)on1
3,8,1.8,-9,-8,16,.,-8,14,CNc1nc(SCc2ccccc2Cl)nc2c1CCCC2

Molecules listed so far with an aryl methoxy group, in the order listed:
EphB4 ephrin blk,FAK inh,PLAP activator,PLK1 kinase inh,S1P2 ag,Rev-RRE block,MT1-MMP txn act,PLK1 PBD inh,S1P2 antag,Structure
2,1,0.9,-2,2,0,.,-10,-4,COc1cc(/C=N/Nc2nn3cnnc3c3ccccc23)cc(OC)c1OC
4,-2,1.4,-12,-4,-1,1.1,-23,15,CCOc1ccc(NC(=O)CSc2nnc(Cc3cccn3C)n2-c2ccc(OC)cc2)cc1
1,0,1.3,-2,-6,1,1.2,-7,10,COc1ccc(N2CCN(C(=O)c3ccc(OCC4CCCO4)cc3)CC2)cc1 (stereo unspecified)
6,2,0.9,4,1,3,1,36,-16,COc1ccc(C)cc1NC(=O)CC(O)(C(F)(F)F)C(F)(F)F
-3,-2,1,-6,-4,2,1.1,16,-36,COc1ccc(-c2ccc(SCC(=O)N3CCCC3)nn2)cc1OC
-5,-1,1.3,-14,-5,2,1.1,-7,-14,COc1ccc(C(CNC(=O)c2cc(=O)[nH]c3ccccc23)N2CCCC2)cc1 (stereo unspecified)
5,-3,1.1,-16,14,1,1.1,-16,-3,COc1cc(-c2nn3c(-c4ccccc4)nnc3s2)cc(OC)c1OC
0,0,1,-1,-2,3,.,-15,-31,COc1ccc(OC)c(C(=O)COC(=O)C2CC3CCCC(C2)C3=O)c1 (stereo unspecified)
-7,5,.,-7,2,6,1.2,13,-46,COc1ccc(C2c3sc(=O)[nH]c3SC3C4CCC(C4)C23)cc1OC (stereo unspecified)
8,1,.,-13,-5,6,1.3,8,-18,COc1ccc(NC(=O)Nc2ncccc2C)cc1
2,4,1.3,-12,-2,1,1,-12,-2,CCOc1ccc(NC(=O)c2cn(-c3ccc(OCC)cc3)c(=O)c3cc(OC)c(OC)cc23)cc1

An unsorted share of the library; 3.9% or so of the library scored in one or more.
